Bioassay records: PubChem, several laboratories
HDAC3 inhib: blocks human histone deacetylase 3; O15379; recombinant HDAC3, fluorogenic peptide/trypsin coupled, fluorescence; inhibition, % at 8.3 µM; hit rate 0.15% among 320,000; AID 2718; in the data active = inhibition above about 26%, passing the limit was not always enough; inconclusive = no clear call, values can overlap the other calls
Target sequence (O15379 whole entry, looked up): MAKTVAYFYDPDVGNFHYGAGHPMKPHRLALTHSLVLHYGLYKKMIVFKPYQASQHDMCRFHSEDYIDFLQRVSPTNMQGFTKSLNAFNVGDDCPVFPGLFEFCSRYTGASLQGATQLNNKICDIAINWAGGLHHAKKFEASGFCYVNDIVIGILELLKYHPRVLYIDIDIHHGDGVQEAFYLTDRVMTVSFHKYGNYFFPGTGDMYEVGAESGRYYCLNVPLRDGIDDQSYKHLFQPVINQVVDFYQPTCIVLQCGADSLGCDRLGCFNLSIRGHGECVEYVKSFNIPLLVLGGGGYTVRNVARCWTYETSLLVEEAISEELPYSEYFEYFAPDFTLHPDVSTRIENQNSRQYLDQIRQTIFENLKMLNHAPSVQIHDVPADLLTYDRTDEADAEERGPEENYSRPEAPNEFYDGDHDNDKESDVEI
Dyrk1A ADPGlo: blocks rat Dyrk1A kinase activity. inhibition, % at 12.5 µM. hit rate 0.43% among 310,000. ADP-Glo luminescence, NFATc1 peptide. Q63470; in the data active = inhibition above about 50%;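 also: plate controls were vehicle with enzyme for no effect and no enzyme for full effect; many of its hits are not listed in these tables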
GSK3beta inhib: inhibitors of human GSK3beta kinase; P49841; GST-GSK3beta kinase, ADP-Glo luminescence, 60 min; active compounds read low; activity score (negative = inhibition), % at 10 µM; hit rate 0.038% among 300,000; AID 2097;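 active = more than half of replicate wells score below -50%, meaning over 50% inhibition versus plate controls; inconclusive = some replicates but at most half score below -50%; inactive = no replicate scores below -50%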;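 also: 0% = median DMSO wells and -100% = median GW8510 positive control wells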
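Test system: GST-tagged human GSK3beta kinase, cell-free; evaluation: activity score scaled between in-plate DMSO and GW8510 controls; measured by: ADP-Glo luminescence; incubation: 60 min reaction, RT; benchmarks: DMSO and 20 µM GW8510; reagent: peptide substrate plus 25 µM ATP (final); medium: Tris/MgCl2 kinase buffer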
AI-2 QS mod: modulators of Vibrio harveyi AI-2 quorum sensing system | Vibrio harveyi JMH597 AI-2 luminescence/OD600 ratio, 9 h; active compounds read low; strain lacks LuxN and CqsS sensors; 0 = neutral-control median | activity change, % at 7.5 µM | hit rate 0.4% among 300,000; in the data active = activity change below about -75%, passing the limit was not always enough; inconclusive = no clear call, values can overlap the other calls;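 also: luminescence divided by OD600 gain over 9 h not by final OD600 alone; inactives centre near 13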
PolyA inhibitor: inhibitors of polyadenylation in S. cerevisiae. S. cerevisiae SKY197-pL101 polyadenylation reporter, beta-gal luminescence; efflux-impaired pdr1/pdr3 knockout yeast; score 100 = 6 SD above DMSO. calls only at 12 µM. hit rate 0.02% among 300,000. AID 1875;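 active = lowest replicate activity score at least 50, where 100 means six control SD above control mean; inconclusive = lowest score under 50 but half or more replicates reach 50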;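 also: yeast exposed to compound for 9 h at 30 °C; higher score means more reporter readthrough which indicates perturbed polyadenylation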
GSK3A inh: inhibitors of human GSK-3 alpha kinase. hit rate 0.1% among 320,000. inhibition, % at 10 µM. ADP-Glo luminescence, 60 min. AID 2650;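 in the data active = inhibition above about 50%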;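 also: GST-tagged GSK-3 alpha with peptide substrate and 25 µM ATP; 0% = DMSO neutral wells and 100% = GW8510 positive control wells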
Target sequence (P49840 whole entry, looked up): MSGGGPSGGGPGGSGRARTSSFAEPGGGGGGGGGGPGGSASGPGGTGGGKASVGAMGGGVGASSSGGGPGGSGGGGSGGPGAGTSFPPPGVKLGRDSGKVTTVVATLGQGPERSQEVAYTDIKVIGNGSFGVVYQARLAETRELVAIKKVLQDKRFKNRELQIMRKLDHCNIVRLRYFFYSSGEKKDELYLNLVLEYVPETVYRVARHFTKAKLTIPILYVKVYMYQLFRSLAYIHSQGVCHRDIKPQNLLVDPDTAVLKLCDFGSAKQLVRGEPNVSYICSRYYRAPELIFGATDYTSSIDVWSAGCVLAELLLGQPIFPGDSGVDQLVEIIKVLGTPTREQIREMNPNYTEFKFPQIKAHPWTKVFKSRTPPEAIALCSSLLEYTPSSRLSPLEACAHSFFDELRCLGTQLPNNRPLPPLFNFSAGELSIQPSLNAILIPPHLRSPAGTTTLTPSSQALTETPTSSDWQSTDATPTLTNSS
HSP90 inh: blocks HSP90-mediated luciferase refolding in reticulocyte lysate | Rabbit reticulocyte lysate, luciferase refolding luminescence, 3 h | inhibition, % at 5.6 µM | hit rate 0.91% among 290,000;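 active = inhibition above the screen-wide mean plus 3 SD, computed separately per campaign, cut at about 16% in these data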;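 also: 0% = DMSO wells and 100% = 60 µM geldanamycin wells; inhibitors lower the luminescence because luciferase stays unfolded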
Platelet DG rel: platelet dense granule release activity; hit rate 0.22% among 300,000; inhibition, %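 (compounds screened at 7.5 µM in platelet-rich plasma)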; human platelet-rich plasma, SFLLRN dense granule ATP release, luminescence;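 active = mean replicate score, as percent of positive control, at or above 50; inconclusive = mean below 50 but at least one replicate at or above 50; inactive = mean and every replicate below 50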
HSF1 inhib: HSF1 inhibition | AID 2098 | activity change, negative = inhibition, % at 7.5 µM (by protocol) | hit rate 0.77% among 300,000 | NIH3T3-HGL HSE-luciferase, MG132-induced, luminescence 8 h; active compounds read low;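 active = more than half of replicate wells show activity change below -50%, luminescence cut by over half; inconclusive = some wells, but at most half, below -50%; inactive = no replicate well below -50%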;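 also: luciferase reports HSF-1 transcriptional activity via heat shock element; 0% = median of DMSO wells and -100% = zero luminescence signal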
HSF-1 act: increases HSF-1 driven luciferase reporter signal; NIH3T3-HGL HSF-1 luciferase reporter, MG132, 8 h; 100% = twice DMSO control signal; activation, % at 9 µM; hit rate 1.7% among 300,000; AID 504408;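 active = mean replicate activation of at least 50% with a set share of replicates each reaching 50%; inconclusive = only one of those two conditions met; inactive = mean below 50% and too few replicates reaching it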;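 also: 0% = median of the neutral control wells and 100% = twice that signal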
* hit, by the source's call; i = inactive; ? = inconclusive; . = no result given. Only part of the results is shown; the hit share may differ from the screen's.

Under each structure – HDAC3 inhib, Dyrk1A ADPGlo, GSK3beta inhib, AI-2 QS mod, PolyA inhibitor, GSK3A inh, HSP90 inh, Platelet DG rel, HSF1 inhib, HSF-1 act
COc1ccccc1CNC(=O)CCS(=O)(=O)c1cccs1
 : -1, 3, 0, 5, i, 4, -3, 5, 5, 1
CCN(Cc1ccccc1)C1CCN(Cc2ccc(SC)cc2)CC1
 : 2, -2, -1, -3, i, -2, -2, -7, 1, 7
S=C(NCCSCc1ccc(Cl)cc1)Nc1ccccc1
 : 7, -2, 2, 6, i, 0, -2, 18, 28, 50
Cc1cccc[n+]1CC(=O)Nc1cccc([N+](=O)[O-])c1
 : -6, -64, 2, 17, i, -1, 1, 1, ., .
CCOC(=O)CSc1c(-c2cccs2)[nH]c2ccccc12
 : 2, 4, 2, 30, i, 2, -2, -7, -5, 15
COc1ccc(S(=O)(=O)Nc2ccc(CC#N)cc2)cc1
 : -2, 11, ., ., ., -2, -1, ., ., .
Cn1c2ccccc2c(=O)c2c(=O)n(C3CCCCCC3)c(C3CCCCC3)nc21
 : ., -3, -3, 10, i, ., 2, 11, 0, -8
c1ccc2c(c1)ncn2CCN1CCCCC1
 : 3, ., ., ., i, 0, -1, -1, -5, -19
CC1CCCCC1NC(=O)COC(=O)CNC(=O)c1cccc(F)c1 (stereo not given)
 : -2, 2, 0, 25, i, 2, 0, 0, 5, 8
O=c1nc(Nc2cccc(Cl)c2)oc2cc(Cl)oc(=O)c12
 : 0, 7, 0, 4, i, -2, 1, 5, -3, 9
CCCN(CC(=O)Nc1cc(Cl)cc(Cl)c1)CC(=O)Nc1ccc(F)c(F)c1F
 : 20, 1, 0, 11, i, -5, -5, 7, 7, 3
CC(=O)c1ccc(OCc2ncc(C(F)(F)F)cc2Cl)cc1
 : -1, -2, 0, -3, i, 2, 1, 1, 0, 6
OC1CCN(Cc2nc(Cc3ccccc3Cl)no2)CC1
 : 7, 3, -1, 33, i, 2, 1, 2, -1, 9
NC(=O)CC(NC(=O)c1ccccc1)c1ccc(NC2CCCCC2)c([N+](=O)[O-])c1 (stereo not given)
 : -2, 1, 0, -1, i, -3, ., 1, -1, 10
COc1cccc2c1c(NC(=O)c1cc(C)on1)nn2C
 : -4, ., 1, 39, i, -1, -1, 9, -15, -33
Cn1ncc(Br)c1C(=O)NC1CCCCCC1
 : -1, 1, 2, 22, i, ., -7, -7, -3, -12
COc1ccc(S(=O)(=O)N2CCCCCC2)cc1
 : -1, -3, -1, 8, i, -3, -1, -1, -2, -8
Cc1ccc(C(=O)CSc2cnc3ccccc3n2)cc1C
 : 0, 2, -1, 29, i, 0, 37*, 1, -48, -56
CCOC(=O)c1[nH]c(=O)[nH]c1CNc1ccccc1C#N
 : 4, 4, 0, 29, i, -3, -1, -6, -7, -11
CCOC(=O)C1=C(C)N=C2SC(C)C(=O)N2C1c1ccc(OC(C)=O)c(OCC)c1 (stereo not given)
 : 8, ., -1, 29, i, 0, 1, 5, -3, 9
COCCOC(=O)c1c(C)oc2ccc(OS(C)(=O)=O)cc12
 : ., 10, 0, 37, i, 2, 3, -1, -3, -5
O=C(Nc1cc(Cl)ccn1)C1(c2ccccc2)CC1(Cl)Cl (stereo not given)
 : ?, ., -5, 12, i, -2, 1, 4, -5, 1
COc1cc(CN2CC(=O)N(c3cc(Cl)ccc3C)C2=S)cc(OC)c1OC
 : 5, 0, -2, -14, i, 3, 6, -3, 5, 13
COc1ccc2[nH]c(C)c(CCN(Cc3cccs3)C(=S)Nc3ccccc3)c2c1
 : -1, -4, -2, 41, i, 0, -1, -9, 0, -1
Cc1csc(NC(=O)C(CC(C)C)NS(=O)(=O)c2ccc3c(c2)oc(=O)n3C)n1 (stereo not given)
 : 1, -8, 0, 15, ., 5, -2, 4, -5, 5
O=C(NCc1ccncc1)c1ccc(Cl)c(S(=O)(=O)N2CCOCC2)c1
 : ., -3, 2, 13, i, -2, 0, 0, -76*, -81
O=C(NC1CCCC1)C(c1ccccn1)N(Cc1ccc(F)cc1)C(=O)c1csnn1 (stereo not given)
 : 5, -2, 1, 21, i, -1, -5, -12, 6, 5
COc1ccccc1N1CCN(C(=O)Cn2nc(C(F)(F)F)c3c2CCC3)CC1
 : 7, 18, -2, 17, i, 0, -2, -1, 0, 14
CCSc1nc2[nH]ncc2c(=O)[nH]1
 : 8, 4, 1, 13, i, 4, -3, -5, 0, 7
CC1CCCCC1NC(=O)/C(C#N)=C/c1ccc2c(c1)OCCO2 (stereo not given)
 : 8, ., -1, 6, i, 4, 6, -8, 2, 25
COc1ccc(C(=O)NCCN2CCN(C(=O)c3ccc(OC)c(OC)c3)CC2)cc1OC
 : -3, -1, ., ., i, -1, 0, -2, -4, 6
COc1ccc(C(=O)N/N=C(\C)c2ccc(NC(=O)Cc3ccccc3)cc2)c(OC)c1
 : -5, 0, 2, 26, ., 2, -3, 10, 11, 10
CC1=Nn2c(nc(-c3ccccc3)c2-c2ccccc2)NC(=O)C1Br (stereo not given)
 : 8, -1, 1, 15, i, -2, 3, 10, -4, 12
COc1ccccc1N(Cc1cc(=O)[nH]c2ccccc12)C(=O)c1ccccc1
 : -1, 0, 0, -3, i, -1, 1, 0, 1, 1
CCCCOc1ccccc1C1C(C(N)=O)=C(C)Nc2nnnn21 (stereo not given)
 : -6, ., -1, 5, i, -8, -2, 2, 3, 2
CCOC(=O)c1c(NC(=O)C2CC2)sc2c1CC(C)(C)OC2
 : -9, -4, -3, 6, i, -2, 6, 17, -2, -5
CC[C@@H](Nc1ncnc2c1oc1ccccc12)C(=O)O
 : 4, -2, 5, 10, i, -4, 7, -1, 0, 1
COc1cccc(S(=O)(=O)N2CCN(C(=O)c3ccco3)CC2)c1
 : -3, -3, 2, 16, i, -4, 2, 3, 7, 34
Cc1cnc(NC(=O)Cc2ccc(Br)cc2)s1
 : -2, -1, -2, 20, i, -1, -1, 3, 0, 19
Cc1cccc(CSc2nnc(Cn3c(=O)sc4ccccc43)n2C)c1
 : 2, -3, -2, 11, i, -2, -4, 1, 1, 9
Cc1nc2ccccc2c2nc3ccccc3n12
 : 2, 10, 0, 28, i, -2, 1, -7, -8, 20
O=C(NCCN1CCOCC1)c1cc(-c2ccc(Cl)c(Cl)c2)on1
 : 0, 3, 1, 9, i, 0, -3, 1, -4, 13
COC(=O)[C@H](CC(C)C)NC(=O)N1CCN(c2cccc(C(F)(F)F)c2)CC1
 : 12, 7, -1, -6, i, 1, 4, 0, 2, 14
COC1(OC)N=C(N)C2(C#N)C(c3ccccc3)NC(C)=CC12C#N (stereo not given)
 : -21, 0, 0, 18, i, 2, 1, 1, -5, -13
CC(C)=CCN1CCN(Cc2c(C)nn(C)c2Cl)CC1CCO (stereo not given)
 : 2, 1, 2, 8, i, -2, 4, -1, -3, 9
O=C(NCc1cccc(F)c1)c1cccc(OC2CCN(C(=O)C3CC3)CC2)c1
 : -2, 5, 1, 16, i, 1, -4, -9, -1, 0
Cc1nnc(N/N=C/c2cccc(C(F)(F)F)c2)n1N
 : 5, 0, -4, 0, i, -1, -3, 0, 24, 32
CCS(=O)(=O)C1=NN2C(=N)/C(=C\c3ccc(OC(=O)c4ccco4)cc3)C(=O)N=C2S1
 : 6, 10, -1, 23, i, 8, 0, -7, 0, 8
O=[N+]([O-])c1ccc(S(=O)(=O)N2CCSC2c2ccco2)cc1 (stereo not given)
 : 8, -1, 1, 19, i, 1, 12, -61, 19, 51*
CC(=O)COc1coc(CN2CCN(c3ccc(F)cc3)CC2)cc1=O
 : -9, -4, 2, 24, i, -10, -4, 0, 0, 0
COCCNC(=O)c1cc2nc(-c3ccc(F)cc3)cc(C(F)(F)F)n2n1
 : 0, -1, -3, 10, i, 2, 1, 4, -11, -15
COCCOC(=O)C1=C(C)N(Cc2ccccc2)C(=O)NC1c1cccc(OC)c1OC (stereo not given)
 : -6, -2, 1, 5, i, -3, 5, 4, 1, -5
CN(C(=O)c1ccc2c(c1)OCCO2)c1c(N)n(Cc2ccccc2)c(=O)[nH]c1=O
 : 15, 4, 0, 2, i, 0, ., -9, 1, -8
O=C(NC(=S)N1CCN(Cc2ccc3c(c2)OCO3)CC1)c1ccc(Cl)cc1
 : 4, -1, 1, 9, i, 0, -1, 8, -7, -2
COCc1cc(C)[nH]c(=O)c1C(=O)NC12CC3CC(CC(C3)C1)C2
 : -3, -10, -1, -4, i, -2, 2, -4, -9, -20
COc1ccc(NS(=O)(=O)c2cccc(N3CC(O)=C(c4ccccc4)C3=N)c2)cc1
 : 3, 2, 2, 9, i, 0, 3, -1, ., .
CN1CCOCCOc2ccccc2OCCOCC1
 : 1, 5, -6, -9, i, -1, ., 5, 6, -12
O=[N+]([O-])C(=c1ccc2c(c1)N1C3=C(CCCC3)CC3CCCCC31N=2)[N+](=O)[O-] (stereo not given)
 : -4, ., -1, 5, i, 3, 5, 12, 30, 74*
COc1ccc(N(CC(=O)NCc2ccc3c(c2)OCO3)S(=O)(=O)c2ccccc2[N+](=O)[O-])c(OC)c1
 : 1, -2, 0, 22, i, 0, 2, 0, -2, -10
CCC(C)NC(=O)c1ccc(NC(=O)C2=C(C)OCCS2)cc1 (stereo not given)
 : 0, -4, 0, 4, i, 0, 5, -12, -2, 27
COCCNC(=O)C(Cc1c[nH]c2ccccc12)NC(=O)OCc1ccccc1 (stereo not given)
 : 2, -2, 0, 15, i, -7, -2, 17, 2, 13
O=C(c1cccc(Cl)c1)C1CCCN(C(=O)c2ccc3c(c2)OCO3)C1 (stereo not given)
 : -1, 0, ., 29, i, -2, 0, -17, 3, -1
